Rab7 wt GTP bind: modulators of GTP binding to Rab7, primary screen, biochemical, wildtype, multiplex bead flow cytometry; Rab7 GTPase wild type (dog), Bodipy-FL-GTP binding; GST-Rab7 beads, fluorescent GTP binding; actives lie on both sides; untreated = 100%, excess cold GTP = 0%; GTP binding activity (percent of control), % at 10 µM; 0.055% of 190,000 active; AID 758, 2007;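 active means fluorescent GTP binding to Rab7 beads changed by at least 20 points from the 100% baseline, either direction, mostly lower; inconclusive means compound itself probably fluorescent, or too few beads counted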;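 further: median green fluorescence of bound Bodipy-FL-GTP per Rab7 bead population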
Bim-Bcl-2: inhibitors of Bim-Bcl-2 binding, primary screen, biochemical, multiplexed, human Bcl-2 family; Apoptosis regulator Bcl-2 (Homo sapiens), P10415; Bead-based flow cytometry, Bim peptide-Bcl-2 binding; inhibition, % at 10 µM; 0.06% of 190,000 active; in the data active means inhibition above about 40%; inconclusive means no clear call, values can overlap the other calls;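 further: 0% = no compound wells with probe peptide and 100% = reference peptide inhibitor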
Target sequence (P10415 whole entry, looked up): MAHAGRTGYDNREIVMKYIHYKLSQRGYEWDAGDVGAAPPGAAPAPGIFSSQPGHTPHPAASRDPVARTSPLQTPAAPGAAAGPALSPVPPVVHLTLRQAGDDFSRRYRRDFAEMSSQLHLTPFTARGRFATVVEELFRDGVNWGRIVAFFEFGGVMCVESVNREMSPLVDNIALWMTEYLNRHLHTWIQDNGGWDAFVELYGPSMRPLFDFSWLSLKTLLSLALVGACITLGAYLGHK
Bcl-XL Bim block: inhibitors of Bim-Bcl-XL binding, primary screen, biochemical, multiplexed, bead flow cytometry, human Bcl-XL; Bcl-2-like protein 1 (Homo sapiens), Q07817; Bim peptide-Bcl-XL binding, fluorescence; 0.04% of 190,000 active; inhibition, % at 10 µM
Target sequence (Q07817 whole entry, looked up): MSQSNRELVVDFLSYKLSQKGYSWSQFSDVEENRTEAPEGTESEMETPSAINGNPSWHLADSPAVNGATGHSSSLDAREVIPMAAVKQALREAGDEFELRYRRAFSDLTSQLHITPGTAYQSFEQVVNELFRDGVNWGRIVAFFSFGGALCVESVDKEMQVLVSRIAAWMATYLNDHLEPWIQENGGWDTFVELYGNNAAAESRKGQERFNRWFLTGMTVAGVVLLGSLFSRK
Bcl-B Bim block: inhibitors of Bim-Bcl-B binding, primary screen, biochemical, multiplexed, human Bcl-2 family; Bcl-2-like protein 10 (Homo sapiens), Q9HD36; bead-based flow cytometry, Bim peptide-Bcl-B binding; inhibition, % at 10 µM; 0.073% of 190,000 active; AID 951, 2007;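 further: 0% = tracer peptide without compound and 100% = reference inhibitor peptide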
Target sequence (Q9HD36 whole entry, looked up): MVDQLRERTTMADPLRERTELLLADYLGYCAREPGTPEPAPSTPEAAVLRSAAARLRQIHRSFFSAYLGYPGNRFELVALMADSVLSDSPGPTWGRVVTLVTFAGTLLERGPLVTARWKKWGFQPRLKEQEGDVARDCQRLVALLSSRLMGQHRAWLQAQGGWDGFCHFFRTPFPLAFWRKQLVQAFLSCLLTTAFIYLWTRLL
Bfl-1 Bim block: inhibitors of Bim binding to Bfl-1, primary screen, biochemical, multiplexed, bead-based flow cytometry. Bcl-2-related protein A1 (Homo sapiens), Q16548. Bim-Bfl-1 binding inhibition. inhibition, % at 10 µM. 0.12% of 190,000 active;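 further: 0% = wells without compound plus tracer and 100% = blocker peptide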
HRas wt GTP bind: modulators of GTP binding to HRas wildtype, primary screen, biochemical, bead-based flow cytometry, multiplex; GST-Ras wt beads, Bodipy-FL-GTP binding; actives lie on both sides; GTP binding activity, % at 10 µM; 0.14% of 190,000 active;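 active means GTP binding activity at least 20% away from the 100% baseline, either lowered as inhibitor or raised as activator; inconclusive means flagged as likely green fluorescent, judged across all proteins in the well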;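 further: 0% = unlabeled GTP competition control and 100% = no-compound control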
Cdc42 wt GTP: modulators of GTP binding to wildtype Cdc42, primary screen, biochemical, multiplex bead flow cytometry, Bodipy-GTP. GST-Cdc42 beads; actives lie on both sides. Cell division control protein 42 homolog (Homo sapiens), P60953. 0.2% of 190,000 active. percent activity (GTP binding), % at 10 µM;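 active means percent activity GTP binding at least 20 points away from the 100% baseline, either down as inhibitor or up as activator; inconclusive means compound flagged as likely green fluorescent from well-wide comparison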;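 further: median bead fluorescence of bound Bodipy-FL-GTP at 100 nM; 0% = excess unlabeled GTP control and 100% = no compound control; below 100% means less GTP binding so inhibitor and above means activator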
Target sequence (P60953 whole entry, looked up): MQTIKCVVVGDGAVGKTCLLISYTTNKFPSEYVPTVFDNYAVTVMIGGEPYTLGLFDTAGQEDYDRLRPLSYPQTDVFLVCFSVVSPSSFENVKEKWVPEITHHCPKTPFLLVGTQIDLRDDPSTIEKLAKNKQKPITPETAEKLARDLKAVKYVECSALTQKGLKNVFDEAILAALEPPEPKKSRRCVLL
Rac1 wt GTP bind: wildtype Rac1 GTP binding modulators, primary screen, biochemical, GST-Rac1 beads, flow cytometry, multiplex. Ras-related C3 botulinum toxin substrate 1 (Homo sapiens), P63000. fluorescent GTP binding; actives lie on both sides; 0 = cold GTP competed, 100 = untreated. GTP binding activity (% of control), % at 10 µM. 0.27% of 190,000 active;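 active means GTP binding activity at least 20 points away from the 100% control level, either lower or higher; inconclusive means compound flagged as likely green fluorescent, judged across all proteins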
Bim-Bcl-W: inhibitors of Bim binding to Bcl-W, primary screen, biochemical, multiplexed, bead-based flow cytometry | 0.02% of 190,000 active | inhibition, % at 10 µM | Bcl-2-like protein 2 (Homo sapiens), Q92843 | Bim peptide-Bcl-W binding;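 further: 0% = bound tracer without compound and 100% = peptide blocker; higher means less fluorescent Bim peptide bound to Bcl-W beads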
Rac1 act GTP bind: GTP binding modulators of activated mutant Rac1, primary screen, biochemical, bead-based flow cytometry, multiplex, fluorescent GTP | Ras-related C3 botulinum toxin substrate 1 (Homo sapiens), P63000 | GST-Rac1 activated beads; actives lie on both sides; 100% means binding = to untreated wells | percent activity (GTP binding), % at 10 µM | 0.11% of 190,000 active | AID 764, 2007;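 active means GTP binding at least 20 percentage points away from the 100% baseline, in either direction, so actives lie on both sides; inconclusive means Compound likely fluorescent itself, or too few beads counted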
Rab2 wt GTP: modulators of GTP binding to Rab2A wildtype, primary screen, biochemical, dog, bead-based flow cytometry, multiplex. GTP binding activity, % at 10 µM. 0.19% of 190,000 active. GST-Rab2 wt beads, Bodipy-GTP binding;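 active means GTP binding activity at least 20 points away from 100%, either lowered or raised; inconclusive means signal likely due to the compound's own green fluorescence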;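 further: 0% = beads with excess unlabeled GTP and 100% = no-compound control corrected for plate trend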
* marks the source's active call; other numbers are inactive results; ? = inconclusive. Unless noted, no stated cut-off is given here; in the data, active means inhibition above about 40%.

SMILES	Rab7 wt GTP bind	Bim-Bcl-2	Bcl-XL Bim block	Bcl-B Bim block	Bfl-1 Bim block	HRas wt GTP bind	Cdc42 wt GTP	Rac1 wt GTP bind	Bim-Bcl-W	Rac1 act GTP bind	Rab2 wt GTP
Cc1ccc2oc(-c3cccc(NC(=O)/C=C/c4cccc([N+](=O)[O-])c4)c3C)nc2c1	98	3	1	3	-6	100	103	104	1	97	97
CC(C)N1CCC(=NNc2ccc([N+](=O)[O-])cc2S(=O)(=O)N2CCOCC2)CC1	95	-1	-5	-3	-3	97	102	100	-2	95	99
O=C(O)c1ccccc1NCc1ccncc1	97	-4	0	0	-3	101	101	103	-4	99	97
Cc1ccc(NC(=O)/C(=C/c2cccc(Br)c2)NC(=O)c2ccco2)cc1	100	-1	-2	-4	0	98	100	102	0	98	96
Cn1cccc1C1(C(F)(F)F)NCCNC1=O (stereo not given)	102	-7	-4	-7	-6	100	99	103	1	96	102
COc1ccccc1NC(=S)N(CCCN1CCOCC1)Cc1ccccn1	98	-4	-6	-7	-12	99	98	99	-4	101	99
N#Cc1cccc(NC(=O)CCn2ccnc2)c1	101	-12	-8	-7	-18	98	102	101	-2	99	99
O=[N+]([O-])c1ccc(N2CCCCC2)cn1	99	-1	-2	-1	-2	95	91	91	0	93	97
CC1CCN(c2nc(-c3ccco3)c3c(c2C#N)CC(C)(C)OC3)CC1	97	-1	-9	-9	5	100	100	101	-5	97	101
Cc1cnn(CCC(=O)NNC(=S)Nc2ccc(F)cc2)c1	100	6	-1	9	8	100	99	100	-1	97	102
CCc1nnc(NC(=O)CSc2nnc(-c3ccco3)n2C)s1	100	-8	-2	-8	-12	102	103	110	0	101	101
COCC(=O)NC1CCN(C(=O)Nc2ccc(Br)cc2)CC1	93	-1	0	-1	0	103	101	98	1	98	101
CC(Sc1ncnc2ccccc12)C(=O)Nc1ccc2c(c1)OCO2 (stereo not given)	98	-3	0	-2	3	97	96	96	0	96	99
CCN(CCN(C)C)C(=O)c1ccc2c(c1NCCO)C(=O)c1ccccc1C2=O	101	-8	-3	-3	-4	98	94	97	-2	95	98
CC(C)n1ncc(C(N)=O)c1N	100	-7	-6	-4	-16	99	99	103	-2	98	97
Cc1nc2ccc(S(=O)(=O)NCC(=O)NCCN3CCCCC3C)cc2s1 (stereo not given)	103	-5	-3	-10	-7	103	103	106	0	101	105
O=C(C1CC(c2ccc(F)cc2)=NO1)N1CCc2ccccc2C1 (stereo not given)	98	-2	-4	-1	-9	99	102	99	0	97	98
COc1cc(S(=O)(=O)NCCCN2CCOCC2)ccc1-n1cnnn1	98	-2	2	-1	0	98	100	100	0	98	99
O=C1CCCN2N=C(SCC(=O)Nc3nccs3)SC2=N1	108	-1	-2	-3	-6	95	91	96	-3	94	96
CCOC(=O)N1CCC(n2c(SCC(=O)OCc3ccccc3)nc3ccsc3c2=O)CC1	99	-10	-5	-7	-16	101	105	104	2	99	103
O=C(O)c1ccc(NC(=O)C2CCCCC2)cc1	95	-6	-3	-5	-7	94	93	92	-5	92	90
CCOC(=O)N1CCN(C(c2ccc(C(C)C)cc2)c2sc3nc(C)nn3c2O)CC1 (stereo not given)	104	-5	-2	-7	-7	99	98	99	4	97	99
CCOc1ccccc1-n1c(SCC(N)=O)nnc1-c1cccnc1	101	-1	0	2	0	103	102	103	1	99	103
CC(=O)N1CCN(C(=O)CCc2nnc(CCCCc3ccccc3)o2)CC1	93	-2	-1	-2	-5	96	99	97	-1	95	96
O=C(CSc1ccc(Cl)cc1)N/N=C/c1cccnc1	95	0	0	-3	0	93	96	98	-4	95	96
COc1ccc(NC(=O)N(Cc2cccs2)Cc2cc3cc4c(cc3[nH]c2=O)OCO4)cc1	100	-4	-4	-8	-5	99	98	106	-2	100	99
COC(=O)c1onc(C(=O)c2ccccc2)c1C(=O)OC	101	-2	-3	0	-2	101	100	106	-3	97	99
Cn1c2c(c(=O)[nH]c1=O)C(c1ccc(O)cc1)C1=C(N2)c2ccccc2C1=O (stereo not given)	101	1	-2	1	3	100	98	96	-3	98	102
Cn1c(=N)c(S(=O)(=O)c2ccccc2)cc2c(=O)n3ccccc3nc21	?	4	9	7	-2	?	?	?	5	?	?
COc1ccc(C2C3=C(CC(C)(C)CC3=O)Nc3c2c(=O)[nH]c2nc(C)nn32)cc1 (stereo not given)	96	-1	-4	-6	-1	97	96	97	-2	96	96
Fc1ccc(/C=N/N2CCOCC2)c(F)c1	103	-1	1	0	-8	98	95	98	2	95	96
CCCOc1cccc(C(=O)O)c1	97	-5	-5	-2	-4	101	103	107	-5	99	102
CC(Sc1nnc2ccccn12)C(=O)Nc1ccc2c(c1)OCO2 (stereo not given)	92	0	0	0	-2	95	92	93	3	91	94
Cc1ccc(S(=O)(=O)N(C)C)cc1NC(=S)NC(=O)C12CC3CC(CC(C3)C1)C2	103	-2	-8	-8	2	101	93	104	-5	98	100
Cc1cccc(NC(=S)NCCSc2ccc(Cl)cc2)c1	99	21	-2	32	8	93	94	93	0	91	93
O=C(Nc1ncc(Cc2ccc(Cl)cc2Cl)s1)c1ccc([N+](=O)[O-])cc1	95	-3	-7	-6	-4	102	99	102	-2	105	103
COc1ccc(Cl)cc1NC(=S)NCc1ccc(S(N)(=O)=O)cc1	102	0	-3	-2	-7	103	101	103	0	100	103
COc1cc(-n2c(C)nc3cc(C(=O)NCCN4CCOCC4)ccc32)cc(OC)c1OC	105	-11	-4	-12	-16	102	98	110	-1	100	102
O=S(=O)(N1CCOCC1)n1c(Cc2ccccc2)nc2ccccc21	100	-1	-1	-1	1	101	102	102	-2	101	103
CC(=O)Nc1ccc(Nc2ncc([N+](=O)[O-])c(Nc3ccc(NC(C)=O)cc3)n2)cc1	107	0	-1	-1	-1	106	103	103	-1	99	105
COc1ccc(-c2nnc(SCC(=O)NC(C)C)n2CC2CCCO2)cc1OC (stereo not given)	98	-4	-6	-6	-10	104	105	105	0	101	102
COc1cc(NC(=S)Nc2cccnc2)cc(OC)c1OC	101	-3	-3	-6	1	106	107	105	-1	101	106
CCOC(=O)CN1NC2(CCCC(C)C2)NC1=S (stereo not given)	100	-12	0	-11	-3	100	98	103	1	99	100
CC(=C\C(=O)O)/C(=C/c1ccccc1)C(=O)O	94	-13	-2	-9	-14	96	96	92	-1	95	96
CC(C)(C)NS(=O)(=O)c1ccc(CCC(=O)NCc2ccc3c(c2)OCO3)cc1	97	-6	-6	-7	-1	98	100	103	-5	100	99
N#CCC1c2ccccc2CCN1C(=O)Nc1cccc(C(F)(F)F)c1 (stereo not given)	108	-8	-2	-7	-9	104	101	105	1	100	105
O=S(=O)(Nc1ccc(-c2csc(-c3ccccc3)n2)cc1)c1ccc(F)cc1	99	-16	-19	-8	-16	97	95	93	0	93	96
CCOc1ccc(NC(=O)CSC2=C(C#N)C(c3ccc4c(c3)OCO4)CC(=O)N2)cc1 (stereo not given)	101	-7	1	-5	-10	102	104	107	0	100	101
CCC(C)(C)n1nnnc1C(c1ccc2ncccc2c1)N1CCN(Cc2ccc3c(c2)OCO3)CC1 (stereo not given)	97	2	0	0	0	100	99	96	2	96	96
COc1ccc(OC(C)C(=O)Nc2ccc(F)cc2F)cc1 (stereo not given)	94	1	1	0	6	91	90	89	2	91	94
O=C1CCCN1CCCNS(=O)(=O)c1cccc(F)c1	97	0	-3	0	-2	99	101	101	-2	96	101
Cc1cc(C)nc(N2CCCC(C(=O)NCc3ccc4c(c3)OCO4)C2)n1 (stereo not given)	95	-2	-1	-5	-5	96	97	98	-2	95	96
Cc1cc(NC(=O)CCC(=O)N(Cc2cccs2)C(C(=O)NC2CCCC2)c2ccccc2)no1 (stereo not given)	102	-4	-5	-2	1	100	100	102	0	99	100
Cc1[nH]nc(N)c1-c1ccc(Cl)cc1	98	0	1	0	0	96	95	98	3	95	96
COC(=O)c1cnn2c(C(F)(F)F)cc(-c3ccco3)nc12	100	0	-5	-2	3	102	103	103	-3	97	100
CCN(CC)CCCNC(=S)N(Cc1cccnc1)Cc1cc2cccc(C)c2[nH]c1=O	95	0	-2	0	3	93	92	94	1	94	94
CCCCSc1nc(C)c(CC(=O)O)c(=O)[nH]1	98	-6	-11	-11	-20	98	101	104	-2	98	101
COc1ccccc1NC(=S)N1CCN(Cc2ccccc2)CC1	99	-2	0	0	0	102	100	101	-1	105	103
O=[N+]([O-])c1ccc(NCCNCCOc2nonc2-c2ccccc2)c([N+](=O)[O-])c1	95	-1	-1	2	0	92	87	89	0	89	89
CN(CC1CCOCC1)C(=O)CC1C(=O)NCCN1Cc1ccc(-c2ccccc2)cc1 (stereo not given)	102	-2	0	-1	-6	98	95	97	0	96	97

Further entries follow.
SMILES	Rab7 wt GTP bind	Bim-Bcl-2	Bcl-XL Bim block	Bcl-B Bim block	Bfl-1 Bim block	HRas wt GTP bind	Cdc42 wt GTP	Rac1 wt GTP bind	Bim-Bcl-W	Rac1 act GTP bind	Rab2 wt GTP
N#C/C(=C\c1c(Cl)cccc1Cl)c1nc2ccccc2o1	97	-4	-7	-8	-11	99	99	102	-7	100	99
O=C(Nc1ccc(-n2cccc2)cc1)C1CC1	100	1	0	1	-4	98	99	100	1	94	97
CC(NC(=O)C(=O)NN=C1CCCCCCCCCCC1)c1ccccc1 (stereo not given)	98	-5	-1	-2	-6	96	94	94	-4	94	94
CC(C)C(C)NC(=O)COc1ncnc2ccccc12 (stereo not given)	96	-2	-3	0	-6	104	106	101	0	100	106
COc1ccc(-n2nnnc2SCC(=O)NC(=O)Nc2ccc3c(c2)OCCO3)cc1	?	-8	0	-9	-15	?	?	?	0	?	?
CC1(C)N([O-])C(c2cccs2)=C[N+]1=O	96	-7	-7	-10	-13	98	97	98	0	96	95
O=S(=O)(c1ccccc1)N1CCN(CC2CC3C=CC2C3)CC1 (stereo not given)	106	-3	-4	-3	-6	100	96	97	-2	93	98
Cc1cc(=O)oc2cc(OCCCN3C(=O)c4ccccc4C3=O)ccc12	104	-9	-5	-12	-7	100	100	102	-4	99	102
